Screening data deposited in PubChem by several laboratories.
Rad51 HR inh: Rad51 (human) homologous recombination inhibition; 200,000 compounds, 0.085% hits; hRad51 DNA strand exchange, fluorescence dequenching; Q06609; inhibition, % at 10 µM; AID 1385;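 active means inhibition above 40% at the single screening dose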;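 further: 0% = DMSO control wells and 100% = blanks with heterologous ssDNA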
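Material: hRad51 filaments on single-stranded DNA; Reagent: Donor/quencher-labelled 47-bp dsDNA substrate; Compound: 10 µM final, single point; Schedule: 37 °C 15-min filament assembly, 30-min compound preincubation, 15-min exchange; Technique: FRET fluorescence, excitation 485 nm, emission 520 nm; Benchmarks: control wells and blank wells on each plate.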
14-3-3 Bad inh: disrupts binding of bovine 14-3-3 zeta to phospho-Bad peptide | 220,000 compounds, 0.71% hits | inhibition, % at 21.7 µM | TR-FRET 14-3-3zeta/Dy647-pBad peptide displacement, 1 h;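 active means inhibition above about 70%, limit read from the data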;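 further: 0% = full 14-3-3 plus peptide FRET controls and 100% = background without 14-3-3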
Target sequence (P63103 whole entry, looked up): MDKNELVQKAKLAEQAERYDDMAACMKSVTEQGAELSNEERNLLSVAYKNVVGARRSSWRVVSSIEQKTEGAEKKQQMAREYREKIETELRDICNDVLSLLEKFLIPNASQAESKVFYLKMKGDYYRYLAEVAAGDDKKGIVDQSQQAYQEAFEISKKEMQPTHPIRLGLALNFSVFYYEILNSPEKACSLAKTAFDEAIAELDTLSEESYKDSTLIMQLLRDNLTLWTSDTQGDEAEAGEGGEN
eIF4E 4G PPI: inhibitors of eIF4E and eIF4G interaction in translation initiation | P63073+Q04637 | TR-FRET eIF4E-eIF4GI(517-606) binding, 2 h | inhibition, % at 21.7 µM | 220,000 compounds, 0.37% hits;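 active means inhibition above about 30%, limit read from the data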;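 further: 0% = full FRET control wells and 100% = background wells lacking eIF4GI fragment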
EP2 mod: EP2 receptor (human) modulation | P43116 | EP2-expressing cells, cAMP HTRF FRET, PGE2 co-stimulation | induction, % at 25 µM | 260,000 compounds, 0.83% hits;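 active means compounds whose cAMP rise, as percent of the full-agonist control response, exceeds 60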;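 further: rat C6 glioma line stably carrying human EP2 under a CMV promoter; the protocol text gives 20 µM as final concentration; 100% = response of wells given 1 µM PGE2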
Target sequence (P43116 whole entry, looked up): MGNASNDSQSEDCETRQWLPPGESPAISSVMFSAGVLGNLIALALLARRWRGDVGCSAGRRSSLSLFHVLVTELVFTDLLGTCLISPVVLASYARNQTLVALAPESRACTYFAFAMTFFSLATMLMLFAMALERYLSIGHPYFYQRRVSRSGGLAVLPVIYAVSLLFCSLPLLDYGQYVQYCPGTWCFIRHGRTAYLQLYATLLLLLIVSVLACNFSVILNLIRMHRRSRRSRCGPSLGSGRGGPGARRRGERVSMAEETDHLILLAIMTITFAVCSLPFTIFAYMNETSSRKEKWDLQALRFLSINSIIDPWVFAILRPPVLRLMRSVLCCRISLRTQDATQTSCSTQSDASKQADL
Tb hexokinase: blocks Trypanosoma brucei hexokinase 1 activity. 220,000 compounds, 0.11% hits. recombinant TbHK1, G6PDH-coupled NADH A340. inhibition, % at 10 µM;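 active means inhibition of 50% or more in the single-dose primary screen; inactive means inhibition below 50%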
Hck Nef HTS: blocks Nef-activated human Hck kinase | P08631 | Recombinant Hck-YEEI plus Nef, Z-Lyte FRET kinase assay | inhibition, % at 20 µM | 220,000 compounds, 0.68% hits;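 active means Hck-Nef kinase inhibition above about 50%, limit read from the data; inactive means inhibition below that limit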;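 further: 0% = DMSO with Hck plus Nef and 100% = Hck alone without Nef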
Target sequence (P08631 whole entry, looked up): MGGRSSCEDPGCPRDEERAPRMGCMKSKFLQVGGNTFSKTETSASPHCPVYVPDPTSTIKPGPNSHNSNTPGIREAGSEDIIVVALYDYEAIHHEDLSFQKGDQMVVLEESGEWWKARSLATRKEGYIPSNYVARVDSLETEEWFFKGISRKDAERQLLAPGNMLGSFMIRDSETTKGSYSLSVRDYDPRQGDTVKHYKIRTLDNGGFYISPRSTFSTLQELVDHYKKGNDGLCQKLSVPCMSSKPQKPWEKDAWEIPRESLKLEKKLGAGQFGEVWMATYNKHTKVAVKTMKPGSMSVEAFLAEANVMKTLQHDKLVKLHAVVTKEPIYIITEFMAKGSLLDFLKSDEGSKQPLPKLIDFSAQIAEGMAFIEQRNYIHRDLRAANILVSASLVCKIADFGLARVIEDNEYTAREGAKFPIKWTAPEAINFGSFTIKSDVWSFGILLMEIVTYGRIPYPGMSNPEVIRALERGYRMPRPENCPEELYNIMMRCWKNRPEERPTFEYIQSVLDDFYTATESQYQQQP
L929 necroptosis: L929 zVAD cell death inhibition. L929 zVAD necroptosis rescue, ATP luminescence, 24 h; with zVAD 60 µM. viability rescue, % at 10 µM. 220,000 compounds, 0.38% hits;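 active means activation, scaled between plate controls, above about 75%, limit read from the data; inactive means activation under that limit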;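 further: 0% = zVAD with DMSO and 100% = DMSO alone without zVAD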
m-calpain inh: inhibitors of pig calpain II. AID 1236. 220,000 compounds, 0.37% hits. inhibition, % at 16 µM. purified calpain II, fluorogenic peptide substrate, 30 min;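 active means inhibition above about 50%, limit read from the data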
EP2 antag: EP2 receptor (human) inhibition. P43116. inhibition, % at 25 µM. C6 glioma cells expressing human EP2, cAMP TR-FRET; cells stimulated with saturating PGE2. 260,000 compounds, 0.52% hits;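 active means percent inhibition above 40 after rounding to a whole number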;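 further: rat C6 glioma host cells with rolipram phosphodiesterase inhibitor present; the protocol text gives 20 µM as final concentration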
The depositor's hits bear a star; i = inactive; nt = no result given; & = joins results of further samples; [ ] = dose if it differs, or a comment. These rows are one share of the data, so the mix of outcomes need not match the whole.

SMILES	Rad51 HR inh	14-3-3 Bad inh	eIF4E 4G PPI	EP2 mod	Tb hexokinase	Hck Nef HTS	L929 necroptosis	m-calpain inh	EP2 antag
CC(=O)Nc1ccccc1C(=O)C(=O)Nc1ccc(Cl)cc1	-6	-12	-1	-22	-3	22	1.8	22	-1
N/C(=N\OC(=O)Oc1ccccc1)c1ccc([N+](=O)[O-])cc1	nt	3	1	12	-8	4	-0.3	8	11
O=C1CSC(c2ccccc2[N+](=O)[O-])N1c1ccccc1 (stereo not given)	-1	-13	-2	15	-8	-2	0.0	-5	8
S=C(Nc1ccc(Oc2ccccc2)cc1)N(CCCN1CCOCC1)Cc1ccccn1	-9	-1	-4	1	3	-6	-0.1	13	-1
CN(C)CCCn1c(=O)n(CCc2ccccc2)c(=O)c2c3c(sc21)CCCCC3	nt	3	7	19	10	24	13	-8	7
COc1ccccc1C(=O)O/N=C1/CCCc2c1ccc(OC)c2[N+](=O)[O-]	1	-5	-7	-5	-8	2	-0.2	4	9
COC(=O)c1cc([N+](=O)[O-])ccc1N1CCN(Cc2ccccc2)CC1	-3	-16[fluorescence artefact?]	-3[fluorescence artefact?]	-3	10	2	0.1	-7	7
COCCCn1ccc(O)c(Cc2ccc(F)cc2)c1=O	-5	-18	-5	17	5	0	0.2	1	12
CCCC(=O)NCCc1cc2ccc(OC)cc2[nH]c1=O	8	2	-5	9	-20	-10	-0.5	-50	3
COc1ccc(C(=O)N2CC(=O)Nc3ccccc32)cc1S(=O)(=O)N1CCCC1	-1	-14	1	17	-3	17	2.5	-21	2
Cc1ccc(C(=O)c2nocc2C(=O)c2cccs2)cc1	-1	nt	nt	-36	-4	1	0.0	4	2
[O-]/C(=C(\C(=S)NCc1ccccc1)[n+]1ccccc1)c1ccc(Cl)cc1	nt	-4	-2	12	-4	16	0.2	33	2
O=C(CN1CCN(S(=O)(=O)c2ccc3ccccc3c2)CC1)Nc1ccc(N2CCOCC2)cc1	7	-2[fluorescence artefact?]	1	-11	-8	2	3.8	-2	6
CCn1cc(C(=O)N2CCc3ccccc32)c(=O)c2cc(S(=O)(=O)N3CC(C)CC(C)C3)ccc21 (stereo not given)	nt	9	3[fluorescence artefact?]	37	-17	3	nt	-40	6
Cc1cc(C(=O)COc2ccc(F)cc2Br)c(C)n1C	3	-8	3	-5	-3	3	2.3	1	5
COc1cc2c(cc1OC)/C(=C/c1ccc(Br)cc1)C(=O)OC2	16	-12	5	-74	-13	-2	-0.4	19	22
COC(=O)c1ccc2c(c1)N(Cc1nc(-c3cccc(C)c3)oc1C)C(=O)C1CCCN21 (stereo not given)	-11	33[fluorescence artefact?]	5	30	-12	4	0.8	-110	11
O=C(COC(=O)CCCc1nc2ccccc2s1)Nc1ncc(Cl)cc1Cl	-4	-8	1	5	-1	1	0.5	-7	29
S=C(NCc1cccnc1)NCc1cccnc1	-2	-7	-3	-4	-2	24	-0.1	9	5
O=C(COc1ccccc1)NNc1nc2ccccc2s1	-16	-7	-1	0	-1	17	1.9	-25	7
COc1cc(/C=C/C(=O)OCC(=O)Nc2c(C)n(C)n(-c3ccccc3)c2=O)ccc1OCC#N	4	-10	2	1	-15	25	3.2	-94	4
O=C(O)CN1C(=O)C2C3CC(C2C1=O)C1C(c2ccc(F)cc2)c2sc(=O)[nH]c2SC31 (stereo not given)	4	-4	0	21	1	24	5.7	0	9
CC(/C=N/NC(=O)c1cc(-c2ccncc2)nc2ccccc12)=C\c1ccco1	nt	-10[fluorescence artefact?]	1[fluorescence artefact?]	-14	-58	4	-0.2	-142	nt
O=C(N/N=C/C=C\c1ccccc1[N+](=O)[O-])c1cc(-c2ccc3ccccc3c2)n[nH]1	1	51	-2	-8	22	18	2.3	-45	3
CCCc1cc(=O)oc2cc(Oc3ncccn3)ccc12	-2	-18	-3	15	4	2	-0.1	-112	7

Overlap with the part before: 3 compounds, followed by the next part.
SMILES	Rad51 HR inh	14-3-3 Bad inh	eIF4E 4G PPI	EP2 mod	Tb hexokinase	Hck Nef HTS	L929 necroptosis	m-calpain inh	EP2 antag
CC(/C=N/NC(=O)c1cc(-c2ccncc2)nc2ccccc12)=C\c1ccco1	nt	-10[fluorescence artefact?]	1[fluorescence artefact?]	-14	-58	4	-0.2	-142	nt
O=C(N/N=C/C=C\c1ccccc1[N+](=O)[O-])c1cc(-c2ccc3ccccc3c2)n[nH]1	1	51	-2	-8	22	18	2.3	-45	3
CCCc1cc(=O)oc2cc(Oc3ncccn3)ccc12	-2	-18	-3	15	4	2	-0.1	-112	7
COc1ccc(CCNC(=O)COc2ccc(S(=O)(=O)N3CCOCC3)cc2)cc1	-4	-2	-8	-4	0	7	0.2	-22	11
O=C(N/N=C\c1cccc(Cl)c1)c1ccc(Cn2cc(Br)c([N+](=O)[O-])n2)o1	7	9	23[fluorescence artefact?]	-47	3	15	0.0	-19	4
CC1(C)NC(=O)N(CC(O)COc2ccc(-c3ccccc3)cc2)C1=O (stereo not given)	nt	-7	-2	-42&-17	5	0	0.0	-12	7
Cc1ccccc1CSc1nsc(N)n1	1	-8	8	6&36	6	1	-0.4	-11	7&13
COc1ccc2occ(C(=O)c3coc4ccc(O)c(CN(C)C)c34)c2c1	3	-7	8	-30&-63	-4	2	2.6	10	14&14
O=C(NC(=S)N1CCCc2ccccc21)c1ccc(Br)cc1	2	-8	7	0	-5	4	0.7	4	6
COc1cccc(NC(=O)C(=O)NCCc2ccc(F)cc2)c1	9	4	-5	-31	10	7	0.1	7	8
CCn1c(SCc2ccc(Cl)c(Cl)c2)nnc1C(C)NC(=O)c1ccc(OC)cc1 (stereo not given)	-2	-2	9	-8	-3	2	0.4	-16	8
CC(=O)c1ccc(NC(=O)Nc2ccc(Br)cc2C)cc1	11	-22	2	-44	5	18	5.8	19	9
N#Cc1ccccc1Sc1ccccc1C(=O)OCc1nnc(-c2ccccc2)o1	-4	6	3	43	58*	5	-0.2	17	8
S=c1nc(-c2ccccc2)c(-c2ccccc2)n[nH]1	22	-14	-1	6	-19	0	0.1	13	8
COc1ccc(-c2[nH]ncc2CN2CCN(c3ccccn3)CC2)c(OC)c1	5	-4	2	-2	-3	17	3.2	-18	9
CCOC(=O)c1cnc(-n2nc(C)cc2C)nc1N1CCOCC1	1	-9	-7	4	-7	-1	0.0	20	6
CCOC(=O)N1CCN(c2cc(N(C)CCO)c([N+](=O)[O-])c3nonc23)CC1	-1	-5	-6	-17	-10	14	0.1	10	4
Cc1cccc2sc(NC(=O)CCn3cccc3)nc12	1	-7	2	-5	4	13	5.0	15	4
CCOc1ccc(NC(=O)NCCCSC2CCCCC2)cc1	-4	-4	0	-23	4	0	0.3	-13	6
O=C(CNS(=O)(=O)c1cccc(C(F)(F)F)c1)Nc1ccccc1F	-5	-7	1[fluorescence artefact?]	3	-1	0	0.2	-9	6
O=C(NCCCn1ccnc1)C(=O)NCc1ccc(Cl)cc1	3	-6[fluorescence artefact?]	3	29	3	5	0.8	-13	13
CCOC(=O)N1CCN(C(=O)C(CC(C)C)NS(=O)(=O)c2ccc3c(c2)oc(=O)n3C)CC1 (stereo not given)	4	-6	3	2	-2	-2	0.7	-45	10
CCOC(=O)c1[nH]c2ccc(OC)cc2c1NC(=S)N1CCN(c2cccc(Cl)c2)CC1	2	-8	-2	-20	-15	5	1.5	-9	9
CCNC(=O)C1CC(=O)OC12CCCCC2 (stereo not given)	6	-2	0	19	0	1	0.3	-17	12
Cn1c(N2C(=O)CC(Cc3ccccc3)C2=O)nc2ccccc21 (stereo not given)	1	67[fluorescence artefact?]	0	10	0	10	0.4	-14	7
O=C(CN1C(=O)c2cccc3cccc1c23)NCc1cccnc1	-1	-3	1	-3	-19	-1	0.3	-360	20
O=C(Nc1ccc(Br)cc1)c1cccc(N2C(=O)C3C4CCC(C4)C3C2=O)c1 (stereo not given)	2	-2	10	-51	0	3	62	-7	6
CCC(CC)NC(=O)c1ccc2c(c1)OCCO2	-1	6	-4	-9	0	3	0.4	-22	2

New compounds follow
SMILES	Rad51 HR inh	14-3-3 Bad inh	eIF4E 4G PPI	EP2 mod	Tb hexokinase	Hck Nef HTS	L929 necroptosis	m-calpain inh	EP2 antag
O=C(Nc1ccc(Br)cc1F)c1ccc2c(c1)N(Cc1ccccc1)C(=O)CS2=O (stereo not given)	-10	10[fluorescence artefact?]	4	34	-5	7	0.9	-2	3
CCOc1ccc(C2C=C(c3ccc(C)cc3)Nc3ncnn32)cc1 (stereo not given)	7	11	-14	-54	-19	-2	-0.4	i	10
C=C(C)C(=O)N1CC2(CC(c3cccc(NC(=O)CC(c4ccccc4)c4ccccc4)c3)=NO2)C[C@H]1C(N)=O (stereo not given in full)	-2	10	4	-2	-19	25	-1.0	-6	12
COc1ccccc1NC(=O)C1=C(C)Nc2nc(-c3cccs3)nn2C1c1cccc(O)c1 (stereo not given)	nt	-4	10	16	-8	1	0.0	6	nt
Cc1cccc(NC(=O)c2cc(Cl)nc3ccccc23)c1	nt	-5	7	-11	2	2	0.4	23	nt
O=C(CSc1nnc(-c2cccnc2)s1)Nc1cccc(C(=O)O)c1	nt	-13	-3	19	-5	1	0.1	17	4
COc1ccc(C2(CNC(=O)C(c3ccccc3)c3ccccc3)CCOCC2)cc1OC	1	0	3[fluorescence artefact?]	13	-4	7	-0.5	-11	3
O=C(CSc1n[nH]c(=O)n1Cc1ccco1)Nc1ccccc1	7	-5	-2	-30	8	1	1.4	-5	11
COc1ccccc1-c1nnc(SCC(=O)Nc2nc(-c3ccccc3)cs2)n1C	-1	9[fluorescence artefact?]	-4	-54	3	16	0.0	22	4
O=c1c2ccccc2nnn1CSc1nc2ccccc2[nH]1	0	4	2	10	2	-4	-0.1	10	3
COc1cccc(NS(=O)(=O)c2ccc(Br)s2)c1	-8	-14[fluorescence artefact?]	2[fluorescence artefact?]	-2	-5	-1	-0.9	7	5
Cc1cc(Cl)ccc1Oc1ncnc2onc(C)c12	0	4	-2	-11	-8	-2	-0.1	-9	8
Cc1ccccc1N1C(=O)C(Oc2ccc(Cl)cc2)C1CNC(C)(C)C (stereo not given)	8	-16	2[fluorescence artefact?]	-11	18	7	0.6	11	1
Cc1cccc(CNC(=O)CCc2nnc(C3CCCCC3)o2)c1	nt	2	2	-4	-7	-5	-0.1	22	0
C=CCNc1nc(NC(C)(C)CO)nc(OC)n1	1	-6	-2	4&6	7	6	-0.6	10	9&10
CC(C)Cn1c(=O)c(C(=O)NCc2ccccn2)c(O)c2ccccc21	-2	-2	2	62*	1	-7	2.4	-24	15
COc1ccccc1C(=O)N1CCN(C(=O)c2ccncc2)CC1	12	4	0	5	-3	1	0.2	-2	10
O=C(CCC(=O)OC(C(=O)c1ccccc1)c1ccccc1)Nc1ccccc1 (stereo not given)	6	87*	3	7	-2	-2	0.0	25	5
O=C(O)CSC1c2ccccc2C(=O)N1c1ccccc1 (stereo not given)	3	1[fluorescence artefact?]	-3	-20	3	3	0.0	-9	10
CC(C)NC(=O)COc1ccc(/C=N/NS(=O)(=O)c2ccccc2)cc1	6	-21[fluorescence artefact?]	2	26	-1	1	0.3	-7	11

Of the compounds above, four contain a furan ring, fused or not.
SMILES	Rad51 HR inh	14-3-3 Bad inh	eIF4E 4G PPI	EP2 mod	Tb hexokinase	Hck Nef HTS	L929 necroptosis	m-calpain inh	EP2 antag
CC(/C=N/NC(=O)c1cc(-c2ccncc2)nc2ccccc12)=C\c1ccco1	nt	-10[fluorescence artefact?]	1[fluorescence artefact?]	-14	-58	4	-0.2	-142	nt
O=C(N/N=C\c1cccc(Cl)c1)c1ccc(Cn2cc(Br)c([N+](=O)[O-])n2)o1	7	9	23[fluorescence artefact?]	-47	3	15	0.0	-19	4
COc1ccc2occ(C(=O)c3coc4ccc(O)c(CN(C)C)c34)c2c1	3	-7	8	-30&-63	-4	2	2.6	10	14&14
O=C(CSc1n[nH]c(=O)n1Cc1ccco1)Nc1ccccc1	7	-5	-2	-30	8	1	1.4	-5	11
